Rat MKP-3 inhibitors = inhibition of rat DUSP6 enzyme activity – biochemical, in vitro, primary screen (AID 425). recombinant MKP-3 phosphatase activity, fluorescence; higher % means a stronger effect. inhibition, % at 20 µM; hits with a dose series show IC50 in µM. 110,000 compounds, 0.17% hits; in the data active = inhibition above about 50%;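 also: plate controls were vehicle for no effect and reference inhibitor for full effect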
Hsp70 inhibitors = small molecules displacing fluorescent ligand from Hsp70 – biochemical, fluorescence polarization, primary screen (AID 583) | Hsp70 fluorescence polarization probe displacement, mP; higher % means a stronger effect | one-dose displacement, % at 20 µM; IC50 in µM for titrated hits | 140,000 compounds, 0.06% hits; in the data active = displacement above about 50%;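 also: plate controls were vehicle for no effect and reference ligand for full effect; a part of the inactive calls stands beside numbers as strong as those of hits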
Starred values were filed as active, the others as inactive; . = no result given; & = joins results of further samples.

Results follow in this order: Rat MKP-3 inhibitors, Hsp70 inhibitors
- COCCN1Cc2cccc(C(=O)Nc3ccc(S(=O)(=O)N4CCCCCC4)cc3)c2C1=O
    -1%, 3.9%
- O=C(NCc1ccc(N2CCCC2=O)cc1)c1cnccn1
    -6%, -3.0%
- COc1ccc(C(=O)CSc2nnc(COc3ccc(C#N)cc3)n2-c2ccccc2)cc1
    -1%, 10%
- Cc1nc(NC(=O)c2ccccc2)sc1-c1csc(Nc2ccc(O)cc2)n1
    6%, -8.7%
- CCn1c(SCCC(=O)O)nnc1-c1cccnc1
    3%, -5.2%
- Cc1ccc(-c2c(C)c(-c3ccc(F)cc3)nc(N)c2C#N)o1
    -7%, -1.7%
- CCn1c(-c2cccc(Cl)c2)n[nH]c1=S
    -6%&-4%, 0.5%&0.0%
- CC(=O)c1c(C(C)=O)c(C)n(-c2ccc(C(=O)O)cc2)c1C
    -10%, -4.5%
- CCC(=O)Nc1ccc2oc(-c3ccccc3Br)nc2c1
    -10%&3%, 2.6%&-1.7%
- COC(=O)c1cc(-c2ccc(C)s2)nc2ccccc12
    2%, -2.7%
- COCCCNC(=O)CN(c1ccc(OC)cc1)S(=O)(=O)c1ccc(NC(C)=O)cc1
    -5%, .
- C/C(Cl)=C/Cn1c(SCC(C)C)nc2c1c(=O)[nH]c(=O)n2C
    -4%, -1.3%
- Cn1cccc1CNC(=O)Nc1ccc(Cl)cc1
    -10%, -2.7%
- CCc1c(C(=O)NCc2ccccc2Cl)[nH]c(C)c1C(C)=O
    -5%, -15%
- O=C1C=C(NNC(=O)c2ccc(Cl)cc2)CCC1
    0%, -0.7%
- O=C(CCNC(=O)c1ccccc1)OCN1C(=O)c2ccccc2C1=O
    ., 0.2%
- O=C(Nc1ccc2c(c1)OCO2)c1ccc(Cl)nc1
    ., -0.2%
- Cc1ccc(C(c2nnnn2CC2CCCO2)N2CCN(C(=O)c3ccco3)CC2)cc1 (configuration not stated)
    1%, -0.6%
- Cc1ccccc1S(=O)(=O)Nc1cccnc1
    ., 0.0%
- Cc1ccc(C)c(Cn2c(=O)c3c(nc4n3CCN4Cc3ccco3)n(C)c2=O)c1
    5%, 7.9%
- Cc1ccc(-c2csc(NC(=O)c3cccc(N4C(=O)CCC4=O)c3)n2)o1
    1%, 0.2%
- O=P(CCC(F)(F)F)(CCC(F)(F)F)CCC(F)(F)F
    5%, .
- COc1ccc(-c2coc3cc(OC)cc(O)c3c2=O)cc1
    ., -4.7%
- O=C(c1ccc(Br)s1)N1CCN(Cc2ccc3c(c2)OCO3)CC1
    -1%, 9.6%
- COc1ccc(Cl)cc1S(=O)(=O)n1ccnc1C(C)C
    -1%&1%, 3.9%&1.8%
- CCc1cccc2c(C#N)cn(CC(=O)NCc3ccco3)c12
    -3%, -3.9%
- CSc1nc2ccc(S(=O)(=O)N3CCCCC3)cc2s1
    ., -7.0%
- COc1ccc(-c2cc(C(F)(F)F)n3nc(N)nc3n2)cc1
    ., 0.4%
- Cc1ccccc1NC(=O)C(=O)NCC(C)C
    4%, 3.8%
- O=C(Nc1ccc(Cl)cc1)c1cccs1
    ., -1.4%
- COC(=O)C1=C(C)NC2=C(C(=O)CC(c3cccs3)C2)C1c1ccc2c(c1)OCO2 (configuration not stated)
    2%, -2.8%
- CCCCOc1ccc(C(=O)NN)cc1
    4%, 2.3%
- O=C(Cn1nnc(-c2ccccc2Cl)n1)N/N=C/c1cc(Cl)cc(Cl)c1O
    1%, 5.3%
- CCOC(=O)N1CCN(S(=O)(=O)c2c(C)nn(C)c2C)CC1
    -4%, -4.7%
- CCN(CC(=O)NC(C)C)Cc1nc2sc3c(c2c(=O)[nH]1)CCC3
    ., -1.6%
- COc1cccc(NS(=O)(=O)c2ccc3[nH]cc(C(=O)NCCC(C)C)c(=O)c3c2)c1
    7%, 2.2%
- Cc1ccc(S(=O)(=O)NCCCN2CCOCC2)c(C)c1
    -3%, 1.6%
- O=C(CCS(=O)(=O)c1ccc(Br)cc1)N1CCN(c2ccc(Cl)cc2)CC1
    ., -0.8%
- O=C(c1cc2ccccc2oc1=O)N1CCSC1c1ccc(Br)cc1 (configuration not stated)
    -2%, -2.4%
- CC(C)CCNC(=O)c1ccccc1C(=O)NCCC(C)C
    -1%, 2.1%
- O=Cc1cn(CCOc2ccc(Cl)cc2)c2ccccc12
    5%, 3.3%
- O=C(NCCN1CCOCC1)c1ccc2ccccc2n1
    ., -2.9%
- CNC(=O)C1CC(=O)N(Cc2ccc3c(c2)OCO3)C(=Nc2ccc(OC)cc2)S1 (configuration not stated)
    4%, .
- O=C(NCc1cccs1)c1cccc(N2CCCC2=O)c1
    2%, .
- c1ccc(N2CCN(Cc3ccnc4ccccc34)CC2)cc1
    -1%, -3.9%
- Cc1cc(C)nc(Nc2n[nH]c(COc3ccccc3)n2)n1
    -13%, 4.8%
- C=C(C)CSc1nc2ncccc2[nH]1
    -1%, 4.8%
- Cn1c(CN2CCCC2)nc2cc(NS(=O)(=O)c3ccccc3)ccc21
    -5%, 5.9%
- O=C1S/C(=C/c2ccccc2F)C(=O)N1CNc1ccc(I)cc1
    1%, -6.2%
- CCCCCC/C(C)=C1/SC(=S)NC1=O
    ., 0.9%
- Cc1cc(C)c2c(n1)nn1c(C)c(CCC(=O)NCc3ccco3)c(C)nc21
    -5%, -6.1%
- C=CCOc1ccccc1/C=c1\sc2nc(-c3oc4ccccc4c3C)nn2c1=O
    -3%, -8.3%
- COc1cc(/C=C2/SC(=S)N(CC(=O)Nc3ccc(F)c(Cl)c3)C2=O)cc(OC)c1OC
    2%, -1.3%
- COc1ccc(OC)c(N(CC(=O)NCCSc2ccccc2)S(C)(=O)=O)c1
    -4%, -1.0%
- Clc1ccc(C2=CSC3=Nc4cccc5cccc(c45)N23)cc1
    ., -1.6%
- Nc1cccc2cnccc12
    10%, 2.7%
- O=c1cc(O)c(-c2ccccc2Cl)c(Cl)[nH]1
    ., 0.7%
- Cc1cc(C(=O)Nc2cccc3ccccc23)co1
    3%, 0.0%
- Nc1nc2n(n1)C(c1cccc(Br)c1)CC(c1ccc(F)cc1)N2 (configuration not stated)
    -10%, 1.7%
- Cc1noc(C)c1C(=O)N1CC(C)OC(C)C1 (configuration not stated)
    ., -1.1%

Next part:
Results follow in this order: Rat MKP-3 inhibitors, Hsp70 inhibitors
- COc1ccccc1CN(Cc1nc2ccccc2c(=O)[nH]1)C(=O)Nc1cccc(C)c1
    ., 4.9%
- COc1ccc(-c2noc(-c3ccc(C)cc3)n2)cc1
    ., 2.0%
- O=C(c1ccc(N2C(=O)CCC2=O)cc1)N1CCN(c2ccccc2)CC1
    -3%, 1.6%
- COc1ccc(NC(=O)CCN2CCN(S(=O)(=O)c3cc(Cl)ccc3OC)CC2)cc1
    10%, 4.8%
- O=C(NCC1CCCO1)c1nn2c(c1Cl)NC(c1cccs1)CC2C(F)(F)F (configuration not stated)
    -2%, 2.9%
- O=C(Nc1ccc2nn(-c3ccc(Cl)cc3)nc2c1)c1ccc2c(c1)OCCO2
    5%, 2.9%
- CCOc1ccc(S(=O)(=O)NCc2ccc(Cl)cc2)c2cccnc12
    ., 1.3%
- Cc1nn(C)cc1/C=N/O
    0%, 0.1%
- Clc1ccc(C2=C3CCCCn4c(-c5ccccc5)c[n+](c43)C2)cc1
    ., -0.7%
- O=C(Nc1ccc2nc(-c3cccs3)c(-c3cccs3)nc2c1)NC1CC1
    ., 2.3%
- Cc1sc(NC(=O)c2ccc([N+](=O)[O-])cc2Cl)nc1-c1ccccc1
    2%, 5.0%
- CCN(CC)C(=O)CSc1nc(-c2cccs2)cc(-c2cccs2)c1C#N
    ., 2.4%
- CCOC(=O)C1CCN(C(=O)C2CCN(S(=O)(=O)CC)CC2)CC1
    3%, -0.7%
- CCCCCc1ccc(/C(C)=N/Nc2cc(-n3cc(C)cn3)ncn2)cc1
    2%, 2.9%
- CC(=O)SC(C)CC(=O)Nc1ccccc1 (configuration not stated)
    -9%, 0.1%
- O=C(Cc1cccs1)Nc1ccccc1NC(=O)Cc1cccs1
    2%, 1.4%
- O=c1cc(C(F)(F)F)c2ccc(OCc3ccc([N+](=O)[O-])cc3)cc2o1
    5%, 1.4%
- COC(=O)c1sc(S(=O)(=O)Nc2ccc3cn[nH]c3c2)c(C(=O)OC)c1C
    -3%, 1.9%
- O=C(CCCN1C(=O)CCC1=O)Nc1cccc(C(F)(F)F)c1
    -11%, 5.7%
- COc1ccccc1NC(=O)N1CCCC1C(=O)Nc1nnc(C(C)C)s1 (configuration not stated)
    -4%, 3.9%
- CC(C)N(C)C1CCN(C(=O)Nc2ccc(Cl)c(Cl)c2)CC1
    -5%, 3.6%
- CCC(C)NS(=O)(=O)c1ccc(NS(=O)(=O)c2ccc(F)cc2)cc1 (configuration not stated)
    ., 0.7%
- N#CC1=C(N)C(C#N)(C#N)C(c2ccncc2)C2CN(C(=O)OCc3ccccc3)CC=C12 (configuration not stated)
    ., 10%
- N#Cc1cc([N+](=O)[O-])ccc1N=Cc1ccc(C#Cc2ccccc2)cc1
    -2%, -1.1%
- Cc1ccc(C2=NCCNC2=O)c(C)c1
    -4%, 0.2%
- Cc1nn(CC(=O)Nc2cccc(O)c2)c(=O)c2ccccc12
    3%, -6.6%
- Cc1cccc(-c2cc(NC(=O)COc3ccccc3)n[nH]2)c1
    0%, 5.3%
- COc1ccc(OC)c(C2/C(=C(\O)c3c(C)nc4ccccn34)C(=O)C(=O)N2CCCN(C)C)c1 (configuration not stated)
    -1%, 7.4%
- CC(=O)Nc1ccc(NC(=O)CCC(=O)O)cc1
    -1%, 1.8%
- CCCn1cnc2c(c1=O)c1nc3ccccc3nc1n2Cc1ccccc1OC
    -4%, -2.5%

Random excerpt: 6 entries already listed
Results follow in this order: Rat MKP-3 inhibitors, Hsp70 inhibitors
- O=C(Cc1cccs1)Nc1ccccc1NC(=O)Cc1cccs1
    2%, 1.4%
- COC(=O)c1sc(S(=O)(=O)Nc2ccc3cn[nH]c3c2)c(C(=O)OC)c1C
    -3%, 1.9%
- Cc1cccc(-c2cc(NC(=O)COc3ccccc3)n[nH]2)c1
    0%, 5.3%
- N#CC1=C(N)C(C#N)(C#N)C(c2ccncc2)C2CN(C(=O)OCc3ccccc3)CC=C12 (configuration not stated)
    ., 10%
- Cc1nn(CC(=O)Nc2cccc(O)c2)c(=O)c2ccccc12
    3%, -6.6%
- CCC(C)NS(=O)(=O)c1ccc(NS(=O)(=O)c2ccc(F)cc2)cc1 (configuration not stated)
    ., 0.7%

(listing goes on)
Results follow in this order: Rat MKP-3 inhibitors, Hsp70 inhibitors
- CC1(C)Cc2noc(N)c2C(C)(C)N1OC(=O)c1ccccc1
    -13%, 3.1%
- O=C(CC1c2ccccc2Oc2ccccc21)Nc1ccccc1F
    2%, 1.8%
- COc1cccc(C2C(C#N)=C(N)Oc3c2oc(CO)cc3=O)c1 (configuration not stated)
    ., -0.8%
- O=C(c1ccccc1O)N1N=C(c2ccc(F)cc2)CC1(O)C(F)(F)F (configuration not stated)
    -2%, 2.5%
- CCCc1cc(=O)[nH]c(Nc2ccc(N3CCCCC3)cc2)n1
    -11%, .
- COc1ccc(NCN2C(=O)S/C(=C/c3ccc(F)cc3)C2=O)cc1Cl
    5%, 0.7%
- COc1ccc(CCNC(=O)c2cc(-c3ccccc3)on2)cc1OC
    -7%, 1.4%
- Cc1cc(C(=O)CSC(C)c2nc3ccccc3c(=O)[nH]2)c(C)n1C (configuration not stated)
    -6%, 3.4%
- CCOc1ccc(NC(=O)c2cccc(F)c2)c([N+](=O)[O-])c1
    -1%, -1.4%
- COC(=O)COc1ccc(S(=O)(=O)NCCC2=CCCCC2)cc1
    -4%, -6.2%
- CCC(Sc1nc2n[nH]c(C)c2c(=N)n1-c1cccc(Cl)c1)C(=O)NCCOC (configuration not stated)
    ., 0.1%
- CCSC1=C(C#N)C(c2cccs2)C(C(=O)OC)=C(C)N1 (configuration not stated)
    -4%, 2.8%
- CCOc1ccc(N2C(=O)CC(Sc3nnc(C)s3)C2=O)cc1 (configuration not stated)
    1%, -3.6%
- CCOc1cc(/C=C2\SC(=S)N(CC(=O)OC)C2=O)ccc1O
    -1%, 4.1%
- O=C(Cc1ccccc1)Nc1ccc(F)cc1
    -5%, -3.3%
- CSc1cccc(NS(=O)(=O)c2cccc3nsnc23)c1
    2%, 4.2%
- CS(=O)(=O)c1ccc2nc(NC(=O)c3cc(-c4cccc(Br)c4)nc4ccccc34)sc2c1
    8%, 0.9%
- Cc1cc(C)cc(N(CC(=O)NCC2CCCO2)C(=O)CCC(=O)Nc2cc(C)on2)c1 (configuration not stated)
    -9%, 4.4%
- COc1ccc(NS(=O)(=O)c2cccc3cccnc23)cc1
    5%, 7.7%
- CC12CC(NC(=O)N1c1ccc(C(=O)N3CCN(c4ccc(F)cc4)CC3)cc1)c1ccccc1O2 (configuration not stated)
    -7%, 2.8%
- O=C(NCc1ccc2c(c1)OCO2)c1ccc(S(=O)(=O)N2CCCCCC2)cc1
    1%, 0.9%
- Cc1nc2nc3c(cn2n1)C(=O)CC(C)(C)C3
    -4%, 6.0%
- Cc1ccc(C(C)C)c(OCC(=O)Nc2ccc(I)cc2Cl)c1
    2%, 1.9%
- O=C(COc1ccccc1[N+](=O)[O-])Nc1ccc(I)cc1Cl
    2%, 0.4%
- C=CCn1c(/C=C/c2ccccc2)nc2ccccc21
    3%, 3.9%
- Cc1[nH]n(-c2ccccc2)c(=O)c1-c1ccccc1
    -7%, -0.8%
- O=C(c1ccccc1)N1CCN(Cc2ccccc2Br)CC1
    -8%, -3.7%
- CC(=O)N1c2ccccc2N(Cc2ccc(Cl)c(Cl)c2)C(=O)C1(C)C
    0%, -5.1%

Profiles from above. Screens in order: Rat MKP-3 inhibitors | Hsp70 inhibitors
Cc1nn(C)cc1/C=N/O is listed as 0% | 0.1%
O=C(Cn1nnc(-c2ccccc2Cl)n1)N/N=C/c1cc(Cl)cc(Cl)c1O is listed as 1% | 5.3%
O=C(CCS(=O)(=O)c1ccc(Br)cc1)N1CCN(c2ccc(Cl)cc2)CC1 is listed as . | -0.8%

Screening data: PubChem, Sanford-Burnham Center for Chemical Genomics

Some of the compounds tested; the hit share may differ from the screen's.
